H9c2 TAG inh: reduces triacylglycerol accumulation in H9c2 cells; Nile Red lipid (TAG) fluorescence; cells loaded with 200 µM oleic acid; inhibition, % at 12.5 µM; actives 0.66% (n = 230,000); AID 651582;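 active = pattern-corrected inhibition of lipid staining of at least 50% with the nuclear-stain viability signal not falling by more than 50%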;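 note: 0% = DMSO wells and 100% = triacsin C control wells; some results filed as inactive read as strong as hits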
H9c2 TAG inh DAPI viability: also measured in H9c2 TAG inh; calls as there; DAPI nuclei signal change (viability), lower = more cytotoxic, %;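 whole-well DAPI fluorescence read on a plate reader as a viability signal; minus 50 percent equals half of cells still viable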
* hit, by the source's call; i = inactive; & = joins results of further samples. The list is partial; count on the stated rates, not on these rows.

Every second line gives: H9c2 TAG inh, H9c2 TAG inh DAPI viability
- Fc1ccc(/C=N/n2cnn(Cc3ccccc3Cl)c2=S)cc1
→ 1, 3
- Clc1ccccc1Cn1nnc(-c2cccs2)n1
→ 0, -5
- O=C1CC(c2ccccc2)CC(=O)N1c1ccc(C(F)(F)F)cc1
→ 6, -4
- Cc1cc(C)cc(CC(=O)N2CCC2(C)C(=O)NS(=O)(=O)Cc2ccccc2)c1 (stereo not given)
→ -3, 6
- CN(Cc1ccccc1)C(=O)COC(=O)C1CCN(S(=O)(=O)c2ccc(Cl)c(C(F)(F)F)c2)CC1
→ 8, -3
- CCOc1ccc(-n2c(C)c3c(C)nnc(C)c3c2C)cc1
→ 5, 3
- CCc1cc2cc(C)cc(C)c2nc1SCC(=O)N1CCCC1
→ -8, -9
- CN=c1sc2ccccc2n1CC(O)c1ccccc1 (stereo not given)
→ 3, 6
- O=C(c1ccc(Cl)c([N+](=O)[O-])c1)N1CCN(C(=O)c2ccco2)CC1
→ 8, -8
- FC(F)(F)c1cnc(COc2ccc(Cl)cc2Cl)c(Cl)c1
→ -5, -3
- O=C(O)COc1ccc(Br)cc1/C=N/O
→ 13, -5
- CCOc1ccc(NC(=O)CCS(=O)(=O)c2cccc3nsnc23)cc1
→ 1, 5
- Cc1ccnc(NC(=O)Cc2ccc(F)cc2)n1
→ 0, -4
- O=C(CC(Cc1ccccc1)c1ccco1)NC1CCCCC1 (stereo not given)
→ -11, -26
- C#CC1(O)CC(C)NCC1(C)CCC#N (stereo not given)
→ -3, 12
- COc1ccc(N2CCCCn3c2nc2c3c(=O)[nH]c(=O)n2C)cc1
→ -185, -5
- CCC1CCCCN1CCCNC(=O)c1cn(CC)c2ccc(S(=O)(=O)N3CCc4ccccc4C3)cc2c1=O (stereo not given)
→ 32, -3
- Clc1ccc(N(CC2CO2)CC2CO2)cc1 (stereo not given)
→ 9, -2
- CCOc1ccc(C(=O)CCC(=O)NC(CC(C)C)C(=O)OC)cc1 (stereo not given)
→ -7, 6
- Cc1ccc(S(=O)(=O)Nc2ncnc3sccc23)cc1C
→ 25, -6
- Cc1ccccc1C(=O)NC1CCN(CC(=O)Nc2c(C)cccc2C)CC1
→ -5, 15
- c1ccc(-c2noc(CN3CCOCC3)n2)cc1
→ -3, -7
- CCOc1ccc(NS(=O)(=O)c2ccc(C)c(C(N)=O)c2)cc1
→ -23, 11
- CCOC(=O)C1CCN(c2ncnc3nc[nH]c23)CC1
→ -5, 0
- COCC(=O)N1CCC(Oc2ccc(C(=O)NC3Cc4ccccc4C3)cc2)CC1
→ -4, 2
- Cc1nnc(NC(=O)CSC2=NN3CCCC(=O)N=C3S2)s1
→ -6, 1
- O=C(Cn1nc2n(c1=O)-c1ccccc1SC2)N/N=C/c1cccs1
→ -4, -2
- CCC(C)C(=O)Nc1nc2ccc(S(C)(=O)=O)cc2s1 (stereo not given)
→ 7, -10
- CCOC(=O)C1(Cc2ccccc2C(F)(F)F)CCN(C(=O)c2cc(C(C)=O)n[nH]2)CC1
→ 3, -5
- O=C(O)CNC(=O)c1ccccc1F
→ 0, 2
- CCC(CC)c1nnc(NC(=O)Cc2cccs2)s1
→ 10, -4
- CCOC(=O)c1c(NC(=O)CN2C(=O)NC3(CCC(C)CC3)C2=O)sc(C)c1CC (stereo not given)
→ -21, -4
- NC(=O)CCn1cnc2ccccc21
→ 8, -1
- Cc1cc(NC(=O)COC(=O)c2c(C)c(C)c(C)c(C)c2C)no1
→ 3, -5
- N#Cc1c(C#N)c(SSc2c(C#N)c(C#N)c(N)n2-c2ccccc2)n(-c2ccccc2)c1N
→ 0, 6
- Cc1cc(C)n(-c2ccc(C(=O)N3CCc4ccccc43)cc2)n1
→ 42, -7
- CSc1ccccc1NC(=O)CN(C)CC(=O)Nc1ccc(Cl)cc1F
→ -4, 1
- CC(=O)N1CCN(S(=O)(=O)c2cccc(C(=O)NNC(=O)Cn3ccc(C(F)(F)F)n3)c2)CC1
→ 1, -4
- Cc1nn2c(COc3ccc(NC(=O)C(C)C)cc3)nnc2c2ccccc12
→ -14, -9
- S=C(NCCc1ccccc1)N/N=C/c1ccc(Cl)cc1
→ -9, 6
- COCCNC(=O)c1c(CSc2ccccc2)noc1C(=O)NCc1ccccc1
→ -5, -5
- Cc1ccc(S(=O)(=O)N2[C@@H](c3ccccc3)C(C(=O)O)=CC[C@H]2c2cccc(Cl)c2)cc1
→ 3, -4
- C/C(=N\n1c(C)nc2ccccc2c1=O)c1ccc(C)o1
→ -1, 9
- CCCC12CN3CCN(CC(C3)/C1=N\NC(=O)c1ccc(F)cc1)C2
→ 0, -12
- CCN(CC(=O)NC1CCS(=O)(=O)C1)c1nc(-c2ccccc2)nc2ccccc12 (stereo not given)
→ 20, 9
- CC(C)C(=O)N1CCCC1(C)C(=O)NCc1ccc(Cl)cc1 (stereo not given)
→ -8, -3
- Cc1cccc([C@@H]2[C@@H]3C(=O)N(Cc4ccccc4)C(=O)[C@@H]3[C@]3(C)C(=O)N(c4cccc(Cl)c4)C(=O)N23)c1
→ -14, -2
- Cc1c(NC(=O)C2CCCN(S(=O)(=O)c3cnc[nH]3)C2)c(=O)n(-c2ccccc2)n1C (stereo not given)
→ -3, -5
- CS(=O)(=O)NNC(=O)Cn1nnc(-c2cc(C(F)(F)F)cc(C(F)(F)F)c2)n1
→ -2, 0
- CCC(C)[C@@H](C(=O)N1CCNCC1)n1cc(CCCCN)nn1 (stereo not given in full)
→ -3, 2
- Cn1c(SCc2cccnc2)nc2cccnc21
→ -2, -5
- CN1CCN(C(=O)C[C@H]2C[C@H]3c4cc(NC(=O)NC5CCCCC5)ccc4O[C@H]3[C@@H](CO)O2)CC1
→ 13, 3
- CC1CCC2(CC1)NC(=O)N(CC(=O)Nc1cc(S(=O)(=O)N3CCCC3)ccc1Cl)C2=O (stereo not given)
→ 2, 0
- COc1cccc(/C=C/C(=O)OCC(=O)Nc2ccc(N3CCOCC3)cc2)c1OC
→ -5, -4
- CCN1C(=O)[C@H]2[C@@H](c3ccc(C)cc3)N3C(=O)N(c4ccc(C)cc4)C(=O)[C@@]3(C)[C@H]2C1=O
→ -24, 13
- Nc1nc(SCc2ccccn2)c2ncn(C3OC(CO)C(O)C3O)c2n1 (stereo not given)
→ 7, 1
- CC(C)CC1Nc2ncnc(N3CCCCC3)c2N(Cc2ccccc2)C1=O (stereo not given)
→ 3, 1
- COc1ccc(C(CNC(=O)COc2ccc(F)cc2Br)N2CCCC2)cc1 (stereo not given)
→ -7, 25
- COc1ccc2cc3cc(C(=O)NCCN4CCN(Cc5ccccc5)CC4)oc3nc2c1
→ 13, i
- O=C(O)COc1ccc(C(=O)c2ccccc2)cc1
→ 1, 8

Reprinted at random: three compounds from above
Every second line gives: H9c2 TAG inh, H9c2 TAG inh DAPI viability
- CC(C)C(=O)N1CCCC1(C)C(=O)NCc1ccc(Cl)cc1 (stereo not given)
→ -8, -3
- Cc1ccc(S(=O)(=O)N2[C@@H](c3ccccc3)C(C(=O)O)=CC[C@H]2c2cccc(Cl)c2)cc1
→ 3, -4
- NC(=O)CCn1cnc2ccccc21
→ 8, -1

Going on with the list:
compound,H9c2 TAG inh,H9c2 TAG inh DAPI viability
Cc1cc(C)c2nc(SCc3ccc([N+](=O)[O-])cc3)nc(C)c2c1,30,-10
O=[N+]([O-])c1ccc2c(c1)CNc1ccccc1O2,-23,-1
COc1c(OC(C)=O)ccc(/C=N\NC(=O)c2ccc(Br)cc2)c1[N+](=O)[O-],-1,10
O=C(c1ccccc1)c1ccc2ccccc2n1,12,-5
O=C(COC(=O)COc1ccccc1)NCCc1ccccc1,-4,3
COc1ccc(OC)c(C2NC(=O)NC(C)=C2C(=O)OC2CCCCC2)c1 (stereo not given),-4,1
Nc1[nH]nc2nc(NCc3ccccc3)c3c(c12)CCN(Cc1ccccc1)C3,1,14
CN1CCN(C(=O)c2cc(Cl)cc(Cl)c2NC(=O)c2ccco2)CC1,-3,15
CC(C)(C)c1nc(N2CCN(C(=O)c3ccco3)CC2)c2nnn(Cc3ccccc3)c2n1,33,7
C/C(=N/NC(=O)c1cc(C(C)C)[nH]n1)c1cccs1,21,-17
COc1cccc(CNc2ccc(S(N)(=O)=O)cc2)c1OCc1ccccc1F,-6,-3
C#CCOCCOCCOCCNc1nc(N2CCN(C(=O)[C@H]([C@@H](C)CC)n3cc([C@@H](N)Cc4ccc(O)cc4)nn3)CC2)nc(N2CCN(C(=O)[C@H]([C@@H](C)CC)n3cc([C@@H](N)Cc4ccc(O)cc4)nn3)CC2)n1,-13,10
OC(c1cccs1)c1nccc2ccccc12 (stereo not given),8,-10
O=[N+]([O-])c1ccc(F)cc1OCc1cccc(S(=O)(=O)N2CCOCC2)c1,-23,5
COc1ccc(NC(=O)COC(=O)C2CC3C=CC2C3)cc1 (stereo not given),4,-17
Cc1cc(NC(=O)Cn2c(=O)c3c(ncn3CCC(C)C)n(Cc3ccccc3)c2=O)no1,-9,-8
O=C(O)/C(=C\c1ccccc1OC(F)F)Sc1nnc(-c2ccc(F)cc2)o1,1,-11
CC(NC(=O)CCC(=O)Nc1ccccc1O)c1ccccc1 (stereo not given),-1,-4
CN(C1CCCCC1)S(=O)(=O)c1ccc2c(c1)c(=O)c(C(=O)NCCCN1CCCC1)cn2C,17,-6
CCOC(=O)c1c(Cc2ccc(Cl)cc2)c[nH]c1C,-10,1
COc1ccccc1N1CCN(C2=Nc3cccc4cccc2c34)CC1,-16,36
Cc1ccc(-n2c(SCC(=O)N3CCCCC3)nc(O)cc2=O)cc1,2,-1
O=C1C=C(/C=C/C2C=CC=CC2)C[C@@H](c2ccc(Cl)cc2)C1 (stereo not given in full),-16,2
COc1ccc(Cc2nnc(SCC(=O)N(c3ccccc3)C(C)C)n(N)c2=O)cc1,26,-5
Cc1nc2oc3ccccc3c(=O)c2c(=O)n1Cc1ccccc1,-32,-1
C=CC[C@@H](CC(=O)NCCO)C(=O)N[C@@H](C)COC(=O)[C@H](CC=C)CC(=O)OC(C)(C)C,-4,-2
CCN(CC)S(=O)(=O)c1ccc(N2CCOCC2)c(NC(=O)COc2ccc(OC)cc2)c1,11,-12
CCOC(=O)/C=C(C)\C=C\c1c[nH]c2ccccc12,-1,-15
COc1ccc(S(=O)(=O)N(C)C[C@@H]2OCc3cnnn3CCCC(=O)N([C@H](C)CO)C[C@@H]2C)cc1,1,5
Cn1cccc1Cc1nnc(SCC(=O)NC2CCCC2)n1CCc1ccccc1,20,-14
CCSc1nnc(NC(=O)CSc2nnc(C)c(=O)n2N)s1,4,-11
C/C(N)=C(/C#N)C(=O)COC(=O)CNS(=O)(=O)c1ccc(C)cc1,-15,-3
CC(=O)c1c(C)n(-c2ccccc2)c2ccc(O)cc12,-7,1
CCc1ccccc1N1C(=O)C2CC=CCC2C1=O (stereo not given),-24,5
Cc1cc(CNCc2c(C(=O)N3CCCCCCC3)nc3ccc(Cl)cn23)nn1C,15,-1
CCCCC(c1nnnn1CCOC)N1CCN(c2cccc(OC)c2)CC1 (stereo not given),-8,15
CCOc1ccccc1N1CCN(C(=S)NCc2ccc(Cl)cc2)CC1,11,-2
CCC(=O)NCCc1c[nH]c2ccccc12,-14,14
CCOC(=O)c1[nH]c2ccc(OC)cc2c1NC(=O)CN1CCc2ccccc2C1,-5,13
COc1ccccc1CN(CC(=O)NCC1CCCO1)C(=O)CNS(=O)(=O)c1ccc(C)cc1 (stereo not given),11,-6
Cc1cc(C)cc(C(=O)OCC(=O)Nc2ncccn2)c1,-4,1
Cc1ccc(S(=O)(=O)N2CC=C(C(=O)NCc3ccccc3)CC2)cc1,7,-6
Cc1ccc2nc(SCC(=O)c3c[nH]c4ccccc34)[nH]c2c1,2,8
COCc1[nH]nc2c1C(c1sccc1C)C(C#N)=C(N)O2 (stereo not given),-13,1
CC(C)CC(=O)Nc1cccc(-c2nc3ccccc3[nH]2)c1,9,3
Cc1nc2nc(CSc3nnc(C)s3)cc(=O)n2[nH]1,12&9,-4&3
COc1ccc(C(C(=O)NC(C)C)N(C(=O)CCC(=O)Nc2nccs2)c2ccccc2F)cc1 (stereo not given),8,-3
CN(C)C(=O)c1ccc2c3c(cccc13)CC2,-1,-3
CS(=O)(=O)N(CC(=O)N1CCN(Cc2ccccc2)CC1)C1CCCCC1,4,-2
CC(C)CCNC(=O)c1onc(CSc2ccc(F)cc2)c1C(=O)NCCC(C)C,-13,-6
COc1cc(/C=N/n2c(-c3n[nH]c4c3CCC4)n[nH]c2=S)ccc1O,7,1
CCOC(=O)C1(C)CCCCCN1C(=O)c1ccccc1F (stereo not given),-23,-4
CC/C(C)=N/Nc1nc2sc3c(c2c(=O)[nH]1)CC(C)(C)OC3,-4,19
CCCS(=O)(=O)NC(=O)C1(C)CCN(C(=O)c2ccc(C(F)(F)F)nc2C)C1 (stereo not given),0,-1
Cc1ccnc(NC(=O)Cc2c(F)cccc2Cl)c1,2,-12
COc1ccc(C(=O)NCCCc2nc3ccccc3n2Cc2ccccc2C)cc1OC,7,-4
COC(=O)CN(c1ccccc1F)S(=O)(=O)c1ccc(C)cc1,-12,-16

As entered above.
CCN(CC)S(=O)(=O)c1ccc(N2CCOCC2)c(NC(=O)COc2ccc(OC)cc2)c1 – H9c2 TAG inh DAPI viability = -12
CCc1cc2cc(C)cc(C)c2nc1SCC(=O)N1CCCC1 – H9c2 TAG inh DAPI viability = -9
Cc1ccc(S(=O)(=O)N2[C@@H](c3ccccc3)C(C(=O)O)=CC[C@H]2c2cccc(Cl)c2)cc1 – H9c2 TAG inh DAPI viability = -4
COc1c(OC(C)=O)ccc(/C=N\NC(=O)c2ccc(Br)cc2)c1[N+](=O)[O-] – H9c2 TAG inh DAPI viability = 10
COc1ccc(C(=O)NCCCc2nc3ccccc3n2Cc2ccccc2C)cc1OC – H9c2 TAG inh = 7

Assay outcomes (PubChem BioAssay)
